Screens from PubChem BioAssay.
Efflux pump inh: blocks antifungal efflux pumps in multiplex yeast assay. S. cerevisiae Candida pump triplex, Nile Red efflux. inhibition, % at 10 µM. actives 0.44% (n = 330,000);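 active = plate passing quality check with inhibition over a set limit, or well fluorescence over plate mean plus 4 SD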;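 also: Nile Red retained in pooled yeast measured as flow cytometry median fluorescence; 0% = buffer negative control and 100% = Enniatin B positive control; higher means more Nile Red kept so more efflux inhibition; some compounds called inactive have numbers as strong as hits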
LYPLA2 inh: LYPLA2 (human) inhibition in PME1 counter-screen. O95372. recombinant LYPLA2, FP-Rh probe fluorescence polarization. inhibition, % at 5.9 µM. actives 0.38% (n = 320,000). AID 2177;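 active = inhibition above the screen-wide mean plus 3 SD, limit set per campaign, cut at about 26% in these data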;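 also: 0% = LYPLA2 with DMSO and 100% = wells lacking LYPLA2 enzyme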
PREPL inh: human PREPL enzyme inhibition; recombinant PREPL, fluorescence polarization activity-based probe; inhibition, % at 5.96 µM; actives 0.68% (n = 320,000); AID 2751; Q4J6C6; in the data active = inhibition above about 43%;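 also: 0% = enzyme with DMSO and 100% = wells lacking enzyme; many of its hits are not listed in these tables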
CTSL1 counter: cathepsin L1 inhibition, PFM18AAP counter-screen | recombinant F. hepatica cathepsin L1, Z-Leu-Arg-MCA fluorescence | inhibition, % at 5.96 µM | actives 0.49% (n = 300,000);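 active = inhibition above the mean of all tested compounds plus 3 SD, set per screening campaign, cut at about 17% in these data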;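 also: 0% = plate median of test compound wells and 100% = 1 µM Z-Phe-Ala-diazomethylketone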
PP1 inh: blocks human PP1-alpha phosphatase, a PP5 counter-screen; purified PP1alpha, OMFP fluorescence; AID 2235; P62136; inhibition, % at 6.7 µM; actives 0.9% (n = 320,000);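 active = inhibition above the mean inhibition of all tested compounds plus 3 SD, computed separately for each screening campaign, cut at about 15% in these data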
Target sequence (P62136 whole entry, looked up): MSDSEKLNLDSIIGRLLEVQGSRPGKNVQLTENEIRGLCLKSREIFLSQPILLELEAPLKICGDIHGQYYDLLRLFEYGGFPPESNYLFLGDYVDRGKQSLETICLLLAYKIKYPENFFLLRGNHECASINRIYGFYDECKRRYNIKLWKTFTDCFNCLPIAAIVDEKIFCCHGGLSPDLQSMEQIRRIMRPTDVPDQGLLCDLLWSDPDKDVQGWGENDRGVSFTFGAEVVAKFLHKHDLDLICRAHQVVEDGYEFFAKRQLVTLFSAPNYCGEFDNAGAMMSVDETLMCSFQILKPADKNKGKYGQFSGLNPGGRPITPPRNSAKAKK
TPT1 inhibitor: C. albicans TPT1 enzyme inhibition; recombinant caTPT1, FP RNA substrate dephosphorylation; inhibition, % at 5 µM; actives 0.81% (n = 300,000); AID 1962;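 active = inhibition above the mean of all tested compounds plus 3 SD, set per screening campaign, cut at about 24% in these data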;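 also: plate controls were DMSO alone for no effect and ferristatin control at 100 nM for full effect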
JMJD2C inh: inhibitors of human GASC-1 (JMJD2C) demethylase; Q9H3R0; GST-JMJD2C(1-420) H3K9me3 demethylation, DELFIA europium; inhibition, % at 2.35 µM; actives 0.069% (n = 330,000); AID 2099;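 active = more than half of a compound's replicate wells show inhibition beyond 50%, single wells judged on their own value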;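 also: signal counts dimethyl H3K9 product captured on neutravidin plate; 0% = median of DMSO wells and 100% = 0.3 times that DMSO median; strong numbers were not always called active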
Target sequence (Q9H3R0 1-420 limits assumed): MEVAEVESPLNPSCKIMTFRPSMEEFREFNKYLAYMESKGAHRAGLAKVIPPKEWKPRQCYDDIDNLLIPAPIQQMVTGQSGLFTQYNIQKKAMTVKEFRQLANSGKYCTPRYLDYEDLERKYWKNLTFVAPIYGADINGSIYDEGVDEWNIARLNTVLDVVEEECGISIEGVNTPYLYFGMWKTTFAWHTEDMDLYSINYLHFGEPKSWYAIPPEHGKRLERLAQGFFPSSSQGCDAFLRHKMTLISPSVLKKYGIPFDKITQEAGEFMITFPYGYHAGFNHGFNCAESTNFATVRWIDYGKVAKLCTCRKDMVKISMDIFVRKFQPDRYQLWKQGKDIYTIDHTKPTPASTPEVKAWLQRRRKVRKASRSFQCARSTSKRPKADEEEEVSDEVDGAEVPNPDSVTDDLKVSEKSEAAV
PP5 inh: blocks human protein phosphatase 5 activity; purified PP5c, OMFP substrate fluorescence; inhibition, % at 6.7 µM; actives 0.18% (n = 320,000); P53041;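 active = inhibition above the campaign's mean inhibition across all tested compounds plus 3 SD, cut at about 9.5% in these data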;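 also: 0% = DMSO only and 100% = 100 µM cantharidin control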
core dimer inh: blocks dimerization of HCV core protein | TR-FRET GST/Flag-core106 dimerization, 1536-well | inhibition, % at 5 µM | actives 0.33% (n = 300,000);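 active = inhibition above the mean of all tested compounds plus 3 SD, set per screening campaign, cut at about 45% in these data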
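Assay system: GST-tagged and Flag-tagged HCV core protein residues 1-106 / Times: compound-protein-antibody incubation 4 h at 22.5 °C / Signal: time-resolved FRET, ex 340 nm, em 617 and 671 nm / Evaluation: % inhibition based on acceptor/donor emission ratio / Benchmarks: wells lacking GST-core106 and wells with excess unlabelled core106 / Repeats: singlicate, one well per compound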
* = called active by the depositor; & = joins results of further samples.

SMILES	Efflux pump inh	LYPLA2 inh	PREPL inh	CTSL1 counter	PP1 inh	TPT1 inhibitor	JMJD2C inh	PP5 inh	core dimer inh
CCN(CC)S(=O)(=O)c1ccc(OC)c(NC(=O)c2cccs2)c1	0.2	4.1	15.9	-0.6	-0.8	4.1	-36.7	2.3	1.5
O=C(O)Cn1nc(-c2ccccc2)cc1-c1ccccc1	0.0	-1.9	1.8	-3.5	-2.5	1.0	-2.6	-2.0	4.2
Cn1ncc2c(NCc3ccccc3)nc(NCCCO)nc21	0.1	1.1	1.8	2.9	3.8	2.6	1.5	0.1	-2.8
O=C(NC(c1ccccc1)c1ccccn1)c1cccc([N+](=O)[O-])c1 (stereo not given)	0.1	-2.5	-2.7	4.2	2.0	3.3	-12.0	1.5	-4.3
CC1CCN(C(=O)Cn2c(=O)n(CCc3ccccc3)c(=O)c3ccccc32)CC1	-0.1	-6.8	7.4	-1.8	3.5	-1.4	0.0	1.2	3.8
CCOC(=O)c1c(N2C(=O)CC(Sc3ccccc3C(=O)O)C2=O)sc(C)c1C (stereo not given)	0.0	-1.0	2.1	-1.6	1.3	-4.8	-0.3	-1.9	-5.3
COC(=O)Nc1nc2c(C)cccc2s1	0.0	-0.2	3.6	-1.7	-0.4	-1.3	4.7	1.9	-4.3
CCOc1ccc(NS(=O)(=O)c2ccc(NC(=O)c3cccnc3)c(OC)c2)cc1	0.0	-0.3	-8.4	6.9	-0.6	-4.3	3.1	2.0	6.0
COc1ccc(CC(=O)Oc2ccccc2[N+](=O)[O-])cc1	0.0	-1.3	0.1	2.6	0.5	-4.3	8.3	-0.2	-8.3
CCCCC(=O)OCC(=O)Nc1cccc(S(=O)(=O)NC2=NCCCCC2)c1	0.0	-1.4	-4.2	4.6	-5.5	-6.2	11.9	3.3	2.3

Full records from above. Values in the order: Efflux pump inh | LYPLA2 inh | PREPL inh | CTSL1 counter | PP1 inh | TPT1 inhibitor | JMJD2C inh | PP5 inh | core dimer inh
O=C(O)Cn1nc(-c2ccccc2)cc1-c1ccccc1 across the screens: 0.0 | -1.9 | 1.8 | -3.5 | -2.5 | 1.0 | -2.6 | -2.0 | 4.2
CCN(CC)S(=O)(=O)c1ccc(OC)c(NC(=O)c2cccs2)c1 across the screens: 0.2 | 4.1 | 15.9 | -0.6 | -0.8 | 4.1 | -36.7 | 2.3 | 1.5

Going on with the list.
SMILES	Efflux pump inh	LYPLA2 inh	PREPL inh	CTSL1 counter	PP1 inh	TPT1 inhibitor	JMJD2C inh	PP5 inh	core dimer inh
O=C(O)C1CC(=O)N(CCc2ccc(F)cc2)C1 (stereo not given)	0.1	-2.4	2.5	1.5	0.3	-0.4	6.0	0.9	-7.3
Cc1ccc(-c2n[nH]c(=S)n2/N=C/c2c(C)[nH]n(-c3ccccc3)c2=O)cc1	-0.1	5.4	0.2	5.3	1.3	-2.4	-10.2	-3.4	1.3
COc1ccc2c(c1)C(C)=CC(C)(C)N2C(=O)CNCc1ccc2c(c1)OCO2	0.0	1.6	-57.3	-3.9	8.1	-2.4	15.6&6.9	4.4	-6.4
O/N=C(\c1ccc(Cl)cc1Cl)c1ncc(C(F)(F)F)cc1Cl	0.0	-3.1	2.7	0.8	-1.9	-1.8	2.4	2.5	-0.7
Fc1ccccc1COc1ccc(Br)cc1CNCc1cccnc1	0.7	-1.4	-20.9	0.1	-0.2	5.1	7.7	-0.3	1.7
CC1CCCN(C(=O)c2nn(C)c3c2CS(=O)(=O)c2ccccc2-3)C1 (stereo not given)	0.0	2.9	10.1	2.2	4.2	0.5	-3.0	2.4	3.4
C=CCSc1nnc(-c2ccc(Cl)cc2Cl)o1	0.0	-3.3	1.0	1.6	-3.3	-1.9	-0.8	0.0	-0.2
CCCNc1cc(=S)nc(N)[nH]1	-0.1	3.0	4.8	3.1	-3.0	1.2	5.9	0.9	-1.4
CC(C)OP(=O)(c1ccc(N(C)C)cc1)C(O)c1ccccc1F (stereo not given)	0.2	3.6	-4.3	-5.4	-4.3	1.3	-17.7	0.3	-5.5
Cc1cc(N(C)C)ccc1N=Nc1ccc2ncccc2c1	0.1	12.2	25.9	6.7	2.4	1.8	-12.8	2.5	-19.6

Results in PP5 inh, for three of the compounds above:
| compound | PP5 inh |
| --- | --- |
| Fc1ccccc1COc1ccc(Br)cc1CNCc1cccnc1 | -0.3 |
| CC1CCCN(C(=O)c2nn(C)c3c2CS(=O)(=O)c2ccccc2-3)C1 (stereo not given) | 2.4 |
| C=CCSc1nnc(-c2ccc(Cl)cc2Cl)o1 | 0.0 |

Given with values under each structure: entries from further up
The line under a structure holds: Efflux pump inh	LYPLA2 inh	PREPL inh	CTSL1 counter	PP1 inh	TPT1 inhibitor	JMJD2C inh	PP5 inh	core dimer inh
O=C(O)C1CC(=O)N(CCc2ccc(F)cc2)C1 (stereo not given)
    0.1	-2.4	2.5	1.5	0.3	-0.4	6.0	0.9	-7.3
Cc1ccc(-c2n[nH]c(=S)n2/N=C/c2c(C)[nH]n(-c3ccccc3)c2=O)cc1
    -0.1	5.4	0.2	5.3	1.3	-2.4	-10.2	-3.4	1.3
COc1ccc2c(c1)C(C)=CC(C)(C)N2C(=O)CNCc1ccc2c(c1)OCO2
    0.0	1.6	-57.3	-3.9	8.1	-2.4	15.6&6.9	4.4	-6.4

Next part:
SMILES	Efflux pump inh	LYPLA2 inh	PREPL inh	CTSL1 counter	PP1 inh	TPT1 inhibitor	JMJD2C inh	PP5 inh	core dimer inh
COCc1cc(Sc2ccc(Cl)cc2)nc(-c2ccccc2)n1	0.0	-2.7	2.2	1.9	-2.8	-5.9	-2.8	2.6	1.8
NNC(=O)c1csc(Cc2c(Cl)sc3ccc(Cl)cc23)n1	0.3	-7.9	-12.0	1.1	1.6	-1.5	-5.1	1.5	-2.6
CCOC(=O)C1(CC2CCCCO2)CCN(Cc2ccc(OC)cc2F)CC1 (stereo not given)	0.1	-8.0	9.9	-3.7	-5.5	0.9	1.8	2.4	-6.8
CCC1Sc2ccc(S(=O)(=O)CCC(=O)Nc3cccc(Br)c3)cc2NC1=O (stereo not given)	0.0	0.9	4.3	2.0	0.1	-2.1	-0.7	-1.1	4.0
CCc1ccc(-n2c(CSc3nnnn3-c3ccccc3)nc3ccccc3c2=O)cc1	-0.1	-9.2	-3.6	2.2	-0.6	0.8	-1.5	0.3	30.8
Cc1cc(C)c(C#N)c(SCc2ccc([N+](=O)[O-])cc2)n1	0.1	6.4	6.4	2.0	-3.5	-1.1	-7.2	0.3	1.2
O=c1[nH]c2cc([N+](=O)[O-])c([N+](=O)[O-])cc2[nH]c1=O	0.0	6.8	0.6	0.5	-2.2	0.8	16.1	1.3	-0.4
CC(C)NC(=O)c1ccc2c3n(nc2c1)-c1ccc(Cl)cc1CO3	-0.2	-2.1	-2.9	2.8	-2.6	-1.3	3.5	-0.4	-3.6

An excerpt; rates above refer to the full screens.
